697 NFkB inh: lowers PMA/ionomycin-induced NF-kB signal in 697 B cells. 697 B-cell NF-kB luciferase reporter, 16 h. inhibition, % at 4 µM. actives 0.33% (n = 330,000). AID 435022; in the data active means inhibition above about 35%
APJ ag: activates the human apelin receptor APJ. P35414. CHO-K1 APJ PathHunter beta-arrestin, luminescence; 0% DMSO wells, 100% apelin. activation, % at 20 µM. actives 0.11% (n = 330,000). AID 2520;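 active means activation more than six SD over the plate average, tested at 20 µM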;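 further: 0% = DMSO alone and 100% = apelin-13 at 10 nM; some results filed as inactive read as strong as hits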
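Assay system: CHO-K1 APJ beta-arrestin complementation cell line / Compound: single test compound dose, 20 µM final, 1% DMSO / Times: overnight seeding, 90 min compound at 25 °C, 1 h detection / Technique: beta-gal luminescence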
Jurkat NFkB inh: lowers PMA/ionomycin-induced NF-kB signal in Jurkat cells. PMA/ionomycin-induced NF-kB luciferase reporter, luminescence. inhibition, % at 4 µM. actives 0.53% (n = 330,000). AID 435003; in the data active means inhibition above about 50%
UPR CHOP act: apoptotic UPR (CHOP) activation | CHO-CHOP luciferase reporter, luminescence; percent of tunicamycin response over DMSO baseline | actives 0.34% (n = 330,000) | AID 449763 | activation, % at 10 µM;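 active means at 10 µM dose, activation of 40% or more, normalized to positive control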;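 further: 100% = tunicamycin at 10 µg/mL and 0% = DMSO alone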
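Assay system: CHO-CHOP cells, stable luciferase reporter of PERK-eIF2a-CHOP signalling / Buffer or medium: F12 plus 10% serum / Compound dosing: one dose, 10 µM in 0.5% DMSO / Times: 6 h compound treatment, 37 °C / Technique: luciferase luminescence / Read-out: % reporter activation, DMSO baseline versus tunicamycin full activation / Benchmarks: tunicamycin and DMSO controls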
APJ antag: antagonists of human APJ apelin receptor; P35414; CHO-K1 APJ beta-arrestin complementation, luminescence; inhibition, % at 20 µM; actives 0.32% (n = 330,000);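 active means inhibition above about 40% at 20 µM, limit read from the data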;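 further: cells challenged with 10 nM apelin-13 agonist together with compound; plate controls were apelin-13 plus DMSO wells for no effect and DMSO wells lacking apelin-13 for full effect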
tim23-1 inh: inhibits growth of tim23-1 mutant yeast. S. cerevisiae tim23-1 growth, BacTiter-Glo luminescence, 24 h. inhibition, % at 20 µM. actives 1.3% (n = 330,000);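 active means growth inhibition of the mutant yeast at or above 50%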;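 further: temperature-sensitive mutant grown at 25 °C; plate controls were DMSO-treated mutant yeast for no effect and medium wells lacking yeast for full effect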
Mdm2 MdmX PPI: inhibitors of human Mdm2/MdmX interaction. SaOS-2 split-luciferase Mdm2/MdmX complementation, luminescence. AID 485346. inhibition, % at 8 µM. actives 3% (n = 330,000);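 active means inhibition of at least 50% at 8 µM in the primary screen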
Target sequence (O15151 whole entry, looked up): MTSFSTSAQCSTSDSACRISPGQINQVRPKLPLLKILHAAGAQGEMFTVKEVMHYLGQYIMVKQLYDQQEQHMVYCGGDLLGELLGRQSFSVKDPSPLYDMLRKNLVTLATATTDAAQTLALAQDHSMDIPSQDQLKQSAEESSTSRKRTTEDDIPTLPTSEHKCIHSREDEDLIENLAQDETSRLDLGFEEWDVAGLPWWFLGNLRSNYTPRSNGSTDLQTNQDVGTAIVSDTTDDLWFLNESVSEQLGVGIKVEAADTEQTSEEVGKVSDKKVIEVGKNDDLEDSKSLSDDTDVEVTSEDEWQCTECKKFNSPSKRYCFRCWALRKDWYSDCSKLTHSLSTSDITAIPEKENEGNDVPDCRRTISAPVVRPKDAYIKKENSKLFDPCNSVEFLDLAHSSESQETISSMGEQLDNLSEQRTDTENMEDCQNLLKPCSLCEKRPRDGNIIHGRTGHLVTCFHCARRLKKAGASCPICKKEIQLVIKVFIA
Target sequence (Q00987 whole entry, looked up): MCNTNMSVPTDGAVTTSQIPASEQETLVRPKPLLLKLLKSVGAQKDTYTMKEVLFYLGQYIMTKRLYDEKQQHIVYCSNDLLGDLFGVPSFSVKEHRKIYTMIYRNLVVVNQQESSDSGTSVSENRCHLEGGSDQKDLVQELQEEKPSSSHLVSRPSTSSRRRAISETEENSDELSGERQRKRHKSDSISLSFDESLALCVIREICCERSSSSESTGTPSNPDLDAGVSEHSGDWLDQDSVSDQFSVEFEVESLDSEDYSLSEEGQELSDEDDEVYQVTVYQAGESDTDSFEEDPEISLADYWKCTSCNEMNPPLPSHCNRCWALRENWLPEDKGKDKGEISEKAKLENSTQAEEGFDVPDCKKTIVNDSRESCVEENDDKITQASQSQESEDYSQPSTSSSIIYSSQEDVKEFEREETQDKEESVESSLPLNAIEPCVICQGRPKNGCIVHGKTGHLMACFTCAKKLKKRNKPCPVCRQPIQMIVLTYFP
UPR XBP1 act: adaptive UPR (XBP1) activation; CHO-XBP1 luciferase reporter, IRE1-XBP1 UPR activation, luminescence; percent of tunicamycin response, DMSO as zero; AID 463104; activation, % at 20 µM; actives 0.33% (n = 330,000);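 active means versus positive control, 20 µM dose yields 30% or more activation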;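 further: 100% = tunicamycin at 10 µg/mL and 0% = DMSO only wells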
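incubation = overnight seeding at 37 °C, 6 h compound treatment at 37 °C | assay system = CHO-XBP1 cells stably carrying IRE1-XBP1-driven luciferase reporter | input = 1000 cells per well | detection = luciferase luminescence | dosing = single point, 20 µM final compound, 1% DMSO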
* hit, by the source's call. This is a random part of the collection; any-hit rate near 5%.

SMILES | 697 NFkB inh | APJ ag | Jurkat NFkB inh | UPR CHOP act | APJ antag | tim23-1 inh | Mdm2 MdmX PPI | UPR XBP1 act
COc1cccc(-c2nnc(SCC(=O)OC(C)C)n2Cc2ccco2)c1 | 12 | 0 | 1 | -2.3 | -3 | 18 | 17 | -3
OC1(c2cccnc2)CCN(Cc2nnnn2C2CCCCC2)CC1 | 28 | -2 | 4 | -0.6 | -12 | 4 | -1 | -2
CCCC[n+]1ccn(-c2nc3ccccc3nc2[N-]S(=O)(=O)c2cccs2)c1 | -10 | -2 | 7 | -1.8 | 13 | 16 | 22 | -2
CC(C)Sc1nc2ccc(Br)cc2[nH]1 | -37 | -2 | -31 | 6.1 | 1 | 28 | -20 | 0
O=C(Cc1cccs1)N1CCN(c2nc(-c3ccc(Cl)cc3)cs2)CC1 | 11 | -2 | 5 | -0.8 | -7 | 44 | 11 | -1
NNC(=S)Nc1ccc(C(F)(F)F)cc1Cl | -7 | 1 | -10 | -0.9 | -12 | 38 | 8 | -2
CCN1CCN(C(=O)NC(c2ccc(C)c(F)c2)C(Cl)Cl)CC1 (stereo not given) | 10 | -2 | 11 | 2.7 | 6 | 4 | 15 | -2
C=CCN(CC=C)C(=O)Nc1cc(Cl)ccc1OC | 25 | 0 | 0 | 0.6 | -15 | 40 | -4 | -2
O=C(/C=C/Nc1ccc([N+](=O)[O-])cc1)c1ccc(Br)cc1 | 8 | 2 | -62 | 1.8 | -8 | 5 | -13 | 1
COCCN1CCN(Cc2cn(C)nc2-c2cccc(Cl)c2)CC1 | -7 | 0 | 3 | -0.9 | -4 | 5 | -3 | 0
CS(=O)(=O)n1nc(NCc2cccs2)nc1NCc1cccs1 | -7 | -3 | -6 | 0.2 | -1 | 7 | 13 | -1
Cc1noc(C)c1C(=O)Nc1nc2ccc(F)cc2s1 | -144 | -5 | -112 | 1.5 | -2 | 39 | -160 | 4
O=C(Nc1cccc(Cl)c1)N(CCN1CCOCC1)Cc1cccc(Cl)c1 | -7 | -3 | -21 | 4.2 | 13 | 26 | 15 | 1
CC1CCN(C(=O)Cn2c(=O)c3cccn3c3ccccc32)CC1 | -3 | 6 | 11 | 2.1 | 11 | 4 | 16 | 0
CC(C)(C)c1ccc(-c2noc(CCC(N)=O)n2)cc1 | 93* | -3 | 19 | -8.8 | 6 | 17 | 23 | -5
COc1ccccc1NC(=O)c1sc2ncn(Cc3cccc4ccccc34)c(=O)c2c1C | 19 | -4 | 5 | 1.0 | 10 | 15 | 13 | -3
CCOC(=O)c1c(C)[nH]c(N=Nc2cc(C(=O)O)cc(C(=O)O)c2)c1C | 0 | -5 | 14 | 1.4 | 15 | -2 | 8 | 0
O=C(C1CCN(C2CCN(Cc3ccsc3)CC2)CC1)N1CCOCC1 | 15 | -5 | 2 | 1.3 | -7 | -7 | -22 | -3
Clc1ccc(/C=N/NC2=Nc3cccc4cccc2c34)cc1 | -120 | -1 | -77 | 9.1 | 0 | 6 | 15 | 5
CCc1c(C)nc2ncnn2c1Nc1ccc(C#N)c(Cl)c1 | 17 | 2 | 8 | -0.1 | 3 | 14 | 12 | -1
Cc1cccc(/N=C/c2c(O)n(Cc3ccc4c(c3)OCO4)c(=O)c3ccccc23)n1 | 5 | 0 | -2 | -0.6 | -14 | -14 | 53* | 0
Cn1c(CN2CCN(C(=O)c3ccco3)CC2)nc2cc([N+](=O)[O-])ccc21 | 11 | -1 | -1 | -0.9 | 4 | 5 | 12 | 1
CC(Nc1nc(-c2ccncc2)nc2ccccc12)c1ccccc1 (stereo not given) | -6 | 1 | -4 | 0.9 | -27 | 27 | 34 | 5
COc1ccccc1-n1c(SCC(=O)O)nc2c(sc(=S)n2-c2ccccc2C)c1=O | -4 | 4 | -1 | 0.3 | 9 | -10 | -21 | 0
Cc1ccn(-c2cccc(-n3ccc(C)n3)n2)n1 | -120 | 1 | -97 | 4.6 | -23 | 12 | -133 | 5
CC(=O)Nc1ccccc1P(=O)(c1ccccc1)c1ccccc1OC(C)=O (stereo not given) | -15 | 1 | 1 | 3.2 | -4 | -20 | -3 | -2
O=C(CN(c1ccccn1)S(=O)(=O)c1ccc(F)cc1)Nc1ccccc1 | -4 | -2 | 3 | -0.6 | -2 | 1 | 14 | 2
COc1ccc(CNC(=O)CN(c2cc(C)cc(C)c2)S(=O)(=O)c2c(C)[nH]c(=O)[nH]c2=O)cc1 | -4 | 1 | 6 | -0.7 | 21 | -8 | 5 | -3
NS(=O)(=O)c1cccc(NC(=O)c2cccc(-c3ccc(O)cc3)c2)c1 | 2 | -2 | 7 | 2.4 | 4 | 4 | 64* | 0
CCc1ccc(/C=C(\C)C(=O)c2c(C)cc(C)[nH]c2=O)cc1 | 5 | -2 | -6 | -1.0 | 10 | 13 | -18 | 2
O=C(Nc1ccccc1F)NC1CCCCCCC1 | -44 | -1 | -66 | 7.7 | 24 | 29 | -8 | 6
Cc1ccc(C)c(COC(=O)CCN=C2NS(=O)(=O)c3ccccc32)c1 | 11 | 0 | -2 | -1.0 | -16 | 2 | -12 | -1
CCOC(=O)CNc1c(-c2ccc(Cl)cc2)nc2cnccn12 | -20 | 4 | 12 | 2.5 | -3 | 40 | 19 | -4
COC(=O)c1nnn(-c2ccccc2)c1N | 1 | -3 | 3 | 3.7 | -8 | 12 | -46 | 2
O=C(N/N=C\C=C\c1ccco1)c1cc(-c2ccc3ccccc3c2)n[nH]1 | -228 | -5 | -98 | 5.4 | 14 | 8 | -72 | 5
Cc1nn(CCC(=O)NNC(=S)Nc2ccc(F)cc2)c(C)c1Br | 14 | -5 | -11 | 0.0 | 52* | 20 | -3 | 10
Nn1c(SCC(=O)NCC2CCCO2)nnc1-c1ccco1 (stereo not given) | 20 | -1 | 5 | 1.8 | -9 | -7 | 4 | -1
O=C(c1cccc(C(F)(F)F)c1)C1CCCN(C(=O)C2CCOCC2)C1 (stereo not given) | -79 | 3 | -29 | 0.2 | 3 | 16 | -2 | -1
Cc1ccc(-c2ccnc3nc(Sc4ncc(C(F)(F)F)cc4Cl)nn23)cc1 | 6 | -3 | -3 | 0.6 | 0 | 40 | 13 | 0
Cc1cc(C)nc(SCC(=O)Nc2ncc(C(F)(F)F)cc2Cl)n1 | -30 | 0 | -16 | 3.3 | 12 | 10 | -2 | 0
Cc1cc(C)nc(SCc2nnc(SCC(=O)Nc3cc(C(F)(F)F)ccc3Cl)o2)n1 | -31 | 2 | -12 | -1.2 | 16 | 25 | 2 | -4
CCCCNC(=O)c1ccc(CS(=O)(=O)c2ccccc2OC)o1 | 13 | -5 | 7 | 0.2 | 13 | 14 | -6 | -1
CC(C)=CC/C=C1\CCC(C(=O)O)C(C(=O)O)C1 (stereo not given) | 5 | -3 | 7 | -1.4 | 11 | -5 | 2 | 2
CCn1nnc(-c2ccccc2NC(=O)c2ccc(-n3cnnn3)cc2)n1 | -8 | -2 | 16 | -0.5 | 15 | 8 | 10 | 1
CCOC(=O)[C@H]1[C@H]2COc3ccc(Cl)cc3[C@@H]2N2C(=O)c3cc(Cl)ccc3NC(=O)[C@@]12C | -5 | 4 | 1 | 1.8 | -7 | 8 | 47 | 0

One compound at a time (already shown). Screens in order: 697 NFkB inh | APJ ag | Jurkat NFkB inh | UPR CHOP act | APJ antag | tim23-1 inh | Mdm2 MdmX PPI | UPR XBP1 act
Record of Nn1c(SCC(=O)NCC2CCCO2)nnc1-c1ccco1 (stereo not given) : 20 | -1 | 5 | 1.8 | -9 | -7 | 4 | -1
Record of Cc1ccc(-c2ccnc3nc(Sc4ncc(C(F)(F)F)cc4Cl)nn23)cc1 : 6 | -3 | -3 | 0.6 | 0 | 40 | 13 | 0
Record of Cn1c(CN2CCN(C(=O)c3ccco3)CC2)nc2cc([N+](=O)[O-])ccc21 : 11 | -1 | -1 | -0.9 | 4 | 5 | 12 | 1
Record of CCOC(=O)[C@H]1[C@H]2COc3ccc(Cl)cc3[C@@H]2N2C(=O)c3cc(Cl)ccc3NC(=O)[C@@]12C : -5 | 4 | 1 | 1.8 | -7 | 8 | 47 | 0
Record of O=C(C1CCN(C2CCN(Cc3ccsc3)CC2)CC1)N1CCOCC1 : 15 | -5 | 2 | 1.3 | -7 | -7 | -22 | -3

Carrying on:
SMILES | 697 NFkB inh | APJ ag | Jurkat NFkB inh | UPR CHOP act | APJ antag | tim23-1 inh | Mdm2 MdmX PPI | UPR XBP1 act
NC(=O)NC(=O)COC(=O)c1ccc(OC(F)F)cc1 | 5 | -1 | -1 | 0.5 | -11 | -15 | 14 | -5
Cc1nc(COC(=O)c2c(C)nn(-c3ccccc3)c2C)cs1 | -40 | 4 | -19 | 3.5 | -5 | 27 | -30 | 1
CC1C=CC(C)C(C(=O)O)C1C(=O)O (stereo not given) | -4 | 0 | -15 | -0.4 | 11 | -1 | 1 | 1
C=CCC1=C/C(=C\c2c(N)n3nc(CC(=O)N4CCCC4)sc3nc2=O)C=C(OC)C1=O | -31 | -1 | -1 | 1.5 | 26 | -2 | 7 | -3
Cc1nc(SCC(=O)Nc2ccc(S(=O)(=O)N3CCOCC3)cc2)c2c(C)c(C)sc2n1 | 2 | -2 | 15 | -0.1 | 6 | 25 | 82* | -1
COc1ccc(Oc2cc(C(F)(F)F)cnc2C(N)=O)cc1 | 3 | 2 | -8 | -0.5 | 15 | 2 | 11 | 0
CCC(c1nnc(SCC(=O)Nc2cccc(S(N)(=O)=O)c2)n1-c1ccc(OC)cc1)N(C)C (stereo not given) | 26 | -3 | 19 | -0.1 | 13 | -1 | 4 | 2
COc1cccc2cc(/C(=N/O)c3ccccc3)oc12 | -21 | -3 | -15 | 0.8 | -5 | 50 | 6 | 2
COc1ccc(OC)c(NC(=O)c2cc(-c3c(C)cc(C)cc3O)n[nH]2)c1 | 3 | 0 | 21 | 1.0 | 2 | 12 | 41 | 8
CCOC(=O)c1sc2nc(-c3ccco3)c3c(c2c1N)CC(C)(C)OC3 | -11 | -4 | 1 | 1.6 | 15 | 16 | 12 | -1
C(=N\Nc1nc(N2CCCC2)nc(N2CCCC2)n1)/c1ccccc1OCc1ccccc1 | 2 | -4 | -16 | 0.1 | 4 | 13 | 28 | -3
CC(Cc1ccsc1)NC(=O)CCc1nnc(COc2ccccc2)o1 (stereo not given) | 5 | -4 | 12 | 1.4 | -1 | 9 | 17 | -3
O=C(CSc1nnc(CNC(=O)c2ccccc2)o1)NCc1ccco1 | -6 | -2 | 3 | 0.5 | -14 | -13 | 5 | -6
Cc1ccc(NC(=O)Cn2ncn3c(cc4ccccc43)c2=O)cc1F | -16 | -1 | -4 | 2.0 | -9 | -10 | 10 | 3
CCn1c2ccccc2c2cc(NC(=O)c3ccccc3-c3ccccc3C(=O)O)ccc21 | 12 | -3 | 10 | 1.0 | 14 | 7 | 4 | -3
COc1cc(Cl)c(NS(=O)(=O)c2ccc(-c3ccc(=O)[nH]n3)o2)c(OC)c1 | -12 | 1 | 3 | 1.2 | 7 | -8 | 14 | 5
CC1CCN(C(=O)c2ccc(COc3ccccc3Cl)o2)CC1 | -33 | -6 | -1 | -0.9 | 11 | 29 | 4 | -1
N#CC1=C(N)Oc2cc(N)ccc2C1c1cccc(F)c1 (stereo not given) | -38 | 2 | 47 | -0.6 | 7 | -20 | 54* | -4
O=C(NC(=S)Nc1ccc(-c2ccc(CO)o2)cc1)c1cccs1 | 1 | -7 | -10 | 3.3 | 51* | 21 | -14 | -2
C=CCn1c(CCC(O)COCCCCC)n[nH]c1=S (stereo not given) | -24 | 1 | 5 | -0.6 | 6 | -18 | -7 | 2
BrC(=C\c1ccccc1)/C=N/Nc1nc(N2CCOCC2)nc(N2CCOCC2)n1 | 6 | -4 | 6 | 0.1 | 3 | 40 | -22 | -1
